Source: PubChem BioAssay (National Center for Advancing Translational Sciences (NCATS))
IDH1 R132H inh = qHTS for Inhibitors of mutant isocitrate dehydrogenase 1 (IDH1): qHTS | Isocitrate dehydrogenase [NADP] cytoplasmic (Homo sapiens), O75874 | AID 602179, 2012 | IDH1-R132H enzyme, NADPH consumption, diaphorase/resazurin fluorescence | Potency, µM (series often up to 76.6 µM), inactives show at the highest dose activity change, negative = inhibition, actives largely listed as inhibitors | hit rate 0.093% among 390,000; note: potency is the fitted concentration of half-maximal effect; % is set by controls: 0 for no effect and ±100 for the full control effect; nearly all actives have a fitted effect of over 65% in size
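IDH1-R132H (0.5 ug/mL) preincubated 30 min with compound, then NADPH (0.016 mM) and alpha-KG (2 mM) added; 80 min at RT, pH 7.5. Remaining NADPH coupled via diaphorase/resazurin to fluorescence (540/590 nm); concentration-response curves normalized to no-enzyme control.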
TRHR ag = qHTS for Small Molecule Agonists and Allosteric Enhancers of Human TRH Receptor: Primary Screen for Agonists; hit rate 0.18% among 360,000; TRHR cells, calcium flux fluo-8, FDSS agonist mode; AID 493084, 2011; Thyrotropin-releasing hormone receptor (Homo sapiens), P34981; activation, % at 2 µM; in the data active = activation above about 30%; note: 0% is about no effect
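Read-out: compound-evoked intracellular calcium rise in TRHR cells, fluo-8 dye, kinetic FDSS fluorescence at 1 s/cycle following a 10-cycle baseline. Cells cultured overnight before dye loading (30 min–1.5 h, RT).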
PI4K2A inh = qHTS for small molecular inhibitors of PI4K2A. purified PI4K2A, ADP-Glo luminescence, 1 h; hits give low values. activity change, negative = inhibition, % at 76.9 µM. hit rate 0.13% among 420,000. AID 1346378, 2018; in the data active = activity change below about -50%; inconclusive = mostly about -30% to -49%;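 note: -100% = wells without enzyme as full effect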
Target sequence (Q9BTU6 whole entry, looked up): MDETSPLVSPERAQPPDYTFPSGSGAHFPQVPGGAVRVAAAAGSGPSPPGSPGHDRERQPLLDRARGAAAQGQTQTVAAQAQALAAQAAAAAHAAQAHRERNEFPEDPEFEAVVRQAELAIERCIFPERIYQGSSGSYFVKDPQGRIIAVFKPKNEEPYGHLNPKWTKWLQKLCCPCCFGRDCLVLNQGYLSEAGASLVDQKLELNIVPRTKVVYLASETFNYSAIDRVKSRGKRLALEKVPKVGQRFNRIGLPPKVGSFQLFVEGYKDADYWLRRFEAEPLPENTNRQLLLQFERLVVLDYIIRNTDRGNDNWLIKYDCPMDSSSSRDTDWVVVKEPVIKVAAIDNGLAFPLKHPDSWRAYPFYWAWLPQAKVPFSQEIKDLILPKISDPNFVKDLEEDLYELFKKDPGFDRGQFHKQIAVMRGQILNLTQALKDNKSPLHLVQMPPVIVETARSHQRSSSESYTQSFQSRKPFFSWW
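PI4K2A activity was measured by ADP-Glo luminescence: enzyme (4 ug/mL stock) and phosphatidylinositol (1.2 mM stock) in Tris pH 7.5/MgCl2/EGTA/Triton X-100 buffer were reacted with ATP (300 microM stock) for one hour at ambient temperature.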
USP1-UAF1 inh = Inhibitors of USP1/UAF1: Primary Screen. hit rate 0.23% among 390,000. Ubiquitin carboxyl-terminal hydrolase 1 (Homo sapiens), O94782. Potency, µM (series often up to 57.1 µM), for the others: at the highest dose activity change, negative = inhibition, most hits filed as inhibitors. recombinant USP1/UAF1, Ub-Rhodamine cleavage fluorescence; note: potency is the fitted concentration of half-maximal effect; % is set by controls: 0 for no effect and ±100 for the full control effect; nearly all actives have a fitted effect of over 60% in size; inactives centre near -12
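1 nM enzyme complex + cpd, 15 min RT; start with Ub-Rho 150nM final; kinetic fluorescence ex 480/em 540, 6 reads q60 s. Buffer 50mM HEPES pH 7.8, 0.5mM EDTA, 0.1 mg/ml BSA, 1mM TCEP, 0.01% Tween-20.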
TRHR enhancer = qHTS for Small Molecule Agonists and Allosteric Enhancers of Human TRH Receptor: Primary Screen for Enhancers | Thyrotropin-releasing hormone receptor (Homo sapiens), P34981 | TRHR cells, fluo-8 calcium fluorescence, EC20 TRH enhancement | enhancement, % at 2 µM | hit rate 0.66% among 360,000 | AID 493056, 2011; in the data active = enhancement above about 30%; note: 0% is about no effect
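TRHR-expressing cells loaded with fluo-8 calcium dye were read kinetically (ex 480/em 530) during compound addition, then stimulated with an EC20 of TRH (10 nM final). Enhancement of the Gq-mediated intracellular calcium response was scored.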
D2 ag = HTS Assay for Allosteric Agonists of the Human D2 Dopamine Receptor: Primary Screen for Agonists | activation, % at 2 µM | hit rate 0.53% among 340,000 | HEK293 T-REx D2 cells, calcium flux agonist mode | D(2) dopamine receptor (Homo sapiens), P14416;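 active = activation over 3 SD above normal in the single-dose calcium agonist read, cut at about 30% in these data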; note: 0% is about no effect
Target sequence (P14416 whole entry, looked up): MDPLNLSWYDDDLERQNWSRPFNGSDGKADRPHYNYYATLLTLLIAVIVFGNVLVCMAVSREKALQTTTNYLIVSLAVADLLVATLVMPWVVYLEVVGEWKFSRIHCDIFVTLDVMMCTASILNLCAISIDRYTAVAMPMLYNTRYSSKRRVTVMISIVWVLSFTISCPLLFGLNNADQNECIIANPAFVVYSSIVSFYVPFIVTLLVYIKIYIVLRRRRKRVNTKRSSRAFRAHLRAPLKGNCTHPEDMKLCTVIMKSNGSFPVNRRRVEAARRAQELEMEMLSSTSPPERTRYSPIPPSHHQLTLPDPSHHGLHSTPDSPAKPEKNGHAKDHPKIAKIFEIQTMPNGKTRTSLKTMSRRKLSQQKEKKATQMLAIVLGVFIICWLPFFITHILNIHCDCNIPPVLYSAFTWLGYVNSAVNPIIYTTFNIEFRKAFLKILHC
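Calcium-flux readout, 1 cycle/sec over 180 s following compound pin transfer, in inducible HEK293 Trex D2 cells (force-coupled); dopamine controls included. Positive calcium responses during this window marked compounds as potential agonists.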
rTrxR1 inhibitor = qHTS Assay for Inhibitors of Mammalian Selenoprotein Thioredoxin Reductase 1 (TrxR1): qHTS. Thioredoxin reductase 1, cytoplasmic (Rattus norvegicus), O89049. recombinant rTrxR1, NADPH fluorescence consumption, selenite substrate. Potency, µM (titrated, usually from 114 µM), for the others: at the highest dose activity change, negative = inhibition, hits mostly inhibitors. hit rate 1% among 390,000; note: potency is the fitted concentration of half-maximal effect; % is set by controls: 0 for no effect and ±100 for the full control effect; nearly all actives have a fitted effect of over 65% in size
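Rat TrxR1 (90 nM in the dispensed reagent) was pre-reduced with 400 uM NADPH for 5 min at room temperature, then incubated with compound for 15 min. After 400 uM selenite was added, NADPH fluorescence (Ex 340/Em 450 nm) was followed for 8 min.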
TrxR1 substrate = qHTS Assay for Substrates of Mammalian Selenoprotein Thioredoxin Reductase 1 (TrxR1): qHTS | Thioredoxin reductase 1, cytoplasmic (Rattus norvegicus), O89049 | hit rate 0.01% among 390,000 | purified TrxR1 substrate turnover, NADPH consumption readout | AID 588456, 2011 | Potency, µM (series often up to 114 µM), inactives show at the highest dose activity change, negative = substrate turnover; note: potency is the fitted concentration of half-maximal effect; % is set by controls: 0 for no effect and ±100 for the full control effect; nearly all actives have a fitted effect of over 50% in size
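Rat TrxR1, dispensed at 90 nM, was prereduced with 400 uM NADPH (final) for 5 min at ~22 deg C, then incubated with compound 15 min before 400 uM selenite. A first-read NADPH fluorescence drop versus no-compound background flagged substrates.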
D2 antagonist = HTS Assay for Allosteric Antagonists of the Human D2 Dopamine Receptor: Primary Screen for Antagonists; inhibition, % at 10 µM; hit rate 2% among 340,000; AID 485344, 2010; HEK293 TREx D2 cells, calcium flux, dopamine EC80; in the data active = inhibition above about 30%; note: 0% is about no effect
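Tetracycline-induced HEK293 TREx cells expressing D2 receptor forced-coupled to calcium signalling, loaded with no-wash calcium dye. Compounds added and calcium flux read 180 s, then dopamine added at EC80 and read a further 180 s.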
The depositor's hits bear a star; ? = inconclusive; . = not tested or not shown; & = joins results of further samples; [ ] = dose if it differs, or a comment. Unless noted, calls come from the whole dose curve; as a rule, active = well fitted inhibition curve with a large enough effect; inconclusive = small, poorly fitted or top-dose-only effect; inactive = no such curve, though single readings can be large or run the other way.

SMILES | IDH1 R132H inh | TRHR ag | PI4K2A inh | USP1-UAF1 inh | TRHR enhancer | D2 ag | rTrxR1 inhibitor | TrxR1 substrate | D2 antagonist
Cc1c(-c2c(C#N)c(N)nc3c2CCCCCC3)cnn1C | -2% | -0.2 | -7 | -10% | -2 | -1.3 | 13%[57.1 µM] | 78%[activator] | 7
Cc1ccccc1-n1c(SCc2c(C)noc2C)nnc1-c1cccnc1 | 6% | 10.0 | 12 | -13% | 1 | 1.8 | -8% | -5% | 6
CCn1c(COc2cccc3ccccc23)nnc1SCC(N)=O | 0% | 0.0 | 2 | -29% | 1 | 1.0 | 6% | 1% | -15
COc1cc2oc(=O)ccc2cc1-c1c(OC)ccc2ccc(=O)oc12 | 5% | . | -7 | -22% | . | . | 6%[57.1 µM] | 2%[57.1 µM] | .
COc1ccc(C2NC(=O)C(C)S2)cc1 (configuration not stated) | 3% | 0.3 | -1 | -4% | -3 | 0.1 | -2%[57.1 µM] | 5%[57.1 µM] | 4
CCN(CC(=O)NCc1ccc(Cl)cc1)C(=O)CSc1cccc(C(F)(F)F)c1 | 7% | -0.1 | -7 | -13% | 8 | 0.3 | -6% | -8% | -20
Cc1ccc(F)cc1NC(=O)c1cccc(N(C)C)c1 | 1% | -1.0 | -4 | -13% | 5 | -0.1 | -10% | -4% | 4
COc1cccc2cc(C(C)N(CCCN3CCOCC3)C(=S)Nc3ccc(C)c(C)c3)oc12 (configuration not stated) | -4% | 0.0 | 8 | -15% | -1 | -3.1 | 0% | -1% | -9
O=C(C(Cl)Cl)N1c2ccccc2OCC1c1ccccc1 (configuration not stated) | 5% | -1.1 | 4 | -13% | 4 | -0.8 | -5% | -7% | 24
CCc1ccc(NS(=O)(=O)c2ccc3[nH]cc(C(=O)NCCc4ccccc4)c(=O)c3c2)cc1 | -6% | 1.2 | -5 | -4% | 9 | 0.5 | 17% | 3% | .
Cc1ccc(C(=O)Nc2ccc(Oc3cccc(C(F)(F)F)c3)nc2)cc1 | 13% | 1.3 | 1 | -17% | -6 | 0.1 | -2%[57.1 µM] | -5%[57.1 µM] | 3
O=C(N=C1SC2CS(=O)(=O)CC2N1c1cc(Cl)ccc1Cl)C1CC1 (configuration not stated) | 2% | -0.8 | -4 | -23% | 7 | 0.4 | 14% | 1% | -11
CC(=O)NCCC(=O)N1CCCC(C(=O)c2ccc3c4c(cccc24)CC3)C1 (configuration not stated) | 12% | -0.7 | 0 | -4% | -6 | -0.1 | 4% | 50%[activator] | 18
O=C(Cn1c(O)c(N=NC(=O)c2ccncc2)c2ccccc21)Nc1ccccc1 | 1% | 0.2 | -3 | -6% | 2 | 0.6 | 23% | 2% | 1
CCN1C(=O)[C@H]2[C@@H](c3ccc(-c4ccc(OC)cc4)c(OC)c3)N[C@@](CC(C)C)(C(=O)OC)[C@H]2C1=O | 2% | . | -3 | ? | . | . | 7%[57.1 µM] | 8%[57.1 µM] | .

Exported with two lines to a compound: entries from further up
Sequence of screens – IDH1 R132H inh, TRHR ag, PI4K2A inh, USP1-UAF1 inh, TRHR enhancer, D2 ag, rTrxR1 inhibitor, TrxR1 substrate, D2 antagonist
COc1ccc(C2NC(=O)C(C)S2)cc1 (configuration not stated)
  3%, 0.3, -1, -4%, -3, 0.1, -2%[57.1 µM], 5%[57.1 µM], 4
O=C(N=C1SC2CS(=O)(=O)CC2N1c1cc(Cl)ccc1Cl)C1CC1 (configuration not stated)
  2%, -0.8, -4, -23%, 7, 0.4, 14%, 1%, -11

The main list resumes; the two compounds before the break are reprinted first.
SMILES | IDH1 R132H inh | TRHR ag | PI4K2A inh | USP1-UAF1 inh | TRHR enhancer | D2 ag | rTrxR1 inhibitor | TrxR1 substrate | D2 antagonist
O=C(Cn1c(O)c(N=NC(=O)c2ccncc2)c2ccccc21)Nc1ccccc1 | 1% | 0.2 | -3 | -6% | 2 | 0.6 | 23% | 2% | 1
CCN1C(=O)[C@H]2[C@@H](c3ccc(-c4ccc(OC)cc4)c(OC)c3)N[C@@](CC(C)C)(C(=O)OC)[C@H]2C1=O | 2% | . | -3 | ? | . | . | 7%[57.1 µM] | 8%[57.1 µM] | .
CCOC(=O)c1sc(N)c(C(=O)OCC)c1C | 3% | -0.3 | 3 | -1% | 3 | -0.7 | -11%[57.1 µM] | -6%[57.1 µM] | -2
CC1CCN(CCCCOc2ccc(C(=O)c3ccccc3)cc2)CC1 | 10% | 0.9 | 16 | -13% | -1 | . | -27% | 11%[57.1 µM] | .
CC(=O)Nc1cc(C(=O)N2CCc3ccccc3C2)ccc1Sc1ccc(F)cc1 | 1% | -0.5 | -4 | -14% | 3 | 0.8 | 0% | -3% | -6
Cc1cc2c(ncn2C(C)C)c(N)c1C | 20% | -0.2 | 5 | -10% | -1 | 0.6 | -8% | -1% | 19
Cc1ccc(C(=O)CSc2nnc(CNc3ccc(F)cc3)o2)cc1 | 0% | -0.1 | 12 | 6% | -1 | -0.5 | 19% | -5% | -2
COc1ccc(-c2nc3ccccc3nc2-c2ccccc2)cc1 | -1% | -0.1 | -9 | -8% | 9 | 0.4 | 12%[57.1 µM] | 15%[57.1 µM] | -2
COC(=O)c1cccc(C23CC4(C2)[C@H](CN(Cc2ccc(-c5ccccc5)cc2)[C@@H]4c2ccccc2)C3c2ccc(C(F)(F)F)cc2)c1 (some centres not stated) | -2% | 0.1 | -4 | -23% | -2 | -0.7 | -1%[57.1 µM] | 7%[57.1 µM] | -16
COc1cc(NC(=O)c2cnc(N)s2)cc(C(=O)Nc2cccc(C(F)(F)F)c2)c1 | ? | 0.2 | -1&0 | -7%&-7% | -1 | 0.2 | 15% | -4%[57.1 µM] | -4
O=C1N(c2ccccc2C(F)(F)F)O[C@]1(c1ccccc1)C1CCCC1 | 5% | 0.0 | 0 | -26% | 2 | -0.7 | 46% | 12% | -21
Cc1ccccc1-c1nc(CS(=O)(=O)CC(=O)NCCCN2CCOCC2)c(C)o1 | 11% | -0.4 | 5 | -11% | 3 | -0.1 | 9% | -1% | -4
O=C(NC1CCCCCC1)C1CCCN(c2ncccn2)C1 (configuration not stated) | 6% | -1.0 | 5 | -7% | -6 | 0.3 | 15% | 1% | 13
CCOC(=O)N1CCN(C(=O)c2ccc(C)c(S(=O)(=O)Nc3cccc(C)c3C)c2)CC1 | 7% | -0.7 | -5 | 2% | 3 | -0.1 | 21% | 7% | -3
CCOc1ccc(S(=O)(=O)n2nc(C)c(S(=O)(=O)N3CCOCC3)c2C)cc1 | 10% | -0.2 | 0 | 0% | 3 | -0.9 | -8% | -3% | -4
Cc1cc(C)cc(NC(=O)c2ccc([N+](=O)[O-])o2)c1 | -2% | -0.8 | 11 | -17% | 0 | . | -29%[57.1 µM] | -8%[57.1 µM] | .
CSc1ccc(S(=O)(=O)Nc2ccc(F)cc2)cc1 | 10% | 0.0 | 2 | -3% | 3 | -1.7 | -7% | -16% | 5
CCc1cc(=O)oc2cc(C)c(CN3CCCC(C)C3)c(O)c12 (configuration not stated) | -4% | -0.3 | -51* | -8% | 28 | -1.2 | ? | -6% | -14
O=S(=O)(/N=C(/Nc1ccc(F)cc1F)c1ccc(Cl)cc1)c1ccccc1 | 6% | -0.1 | 0 | -23% | -3 | -0.2 | 2% | -2% | -3
COc1ccc2c(CNCc3cccs3)c(C(=O)O)n(Cc3ccc(C)cc3)c2c1 | -4% | 0.3 | 2 | -10% | -3 | 0.6 | 2% | -2% | .
Oc1ccc(Cn2ccnc2)c2cccnc12 | -7% | -0.2 | 3 | -16% | -8 | 0.4 | -9%[57.1 µM] | -3%[57.1 µM] | 9
Cc1ccc(CN2CC(C(=O)Nc3ccc(C)cn3)CC2=O)cc1 (configuration not stated) | -9% | 0.1 | -1 | -9% | 0 | -0.3 | 4%[57.1 µM] | 1%[57.1 µM] | -8
COc1ccccc1OC(C)C(=O)Nc1ccc2c(c1)OCCO2 (configuration not stated) | 5% | -1.0 | -1 | -18% | -2 | -2.0 | 22% | 8% | 2
O=C(O)CCCNc1cc(N2CCC3(CC2)OCCO3)c2noc3c2c1C(=O)c1ccccc1-3 | . | -0.1 | . | . | 4 | -0.2 | . | . | 9
O=C(COC(=O)c1cc(S(=O)(=O)N2CCCCC2)ccc1Cl)NCc1ccco1 | 2% | 0.0 | -28 | -17% | -7 | 1.1 | 13%[57.1 µM] | 4%[57.1 µM] | -6
Cc1c(Cl)cccc1-n1ncc(C(=O)N2CCN(C)CC2)c1C1CCN(C(=O)OC(C)(C)C)CC1 | 6% | 0.5 | 2 | -12% | 15 | 1.4 | 22% | 6% | .
CCOc1ccccc1NC(=O)c1cc(C(=O)c2cc(OC)ccc2O)coc1=N | 0% | 0.8 | 2 | -15% | -11 | 0.9 | -6% | -6% | 11
COc1ccc(C)cc1NC(=O)C1CCCN(S(=O)(=O)c2cccs2)C1 (configuration not stated) | 0% | -0.7 | 1 | -24% | 20 | -0.5 | 9%[57.1 µM] | 2%[57.1 µM] | 11
CCNC(=S)N/N=C/c1cccc(OCc2c(F)cccc2Cl)c1 | 9% | 1.5 | 1 | -11% | -12 | -0.6 | -23% | -12% | -21
